ARNT TACC3 PPI: disruptors of ARNT/TACC3 protein interaction, primary screen, biochemical, AlphaScreen, single concentration. AlphaScreen His-ARNT PAS-B/GST-TACC3 binding, luminescence; TACC3 fragment carries E629A point mutation. actives 0.66% (n = 390,000). inhibition, % at 9.99 µM;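 active = mean inhibition of replicates at least 50% and at least half of replicates each reaching 50%; inconclusive = half or more replicates reach 50% but mean below 50%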;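 note: 0% = complete ARNT plus TACC3 wells and 100% = ARNT alone without TACC3; many hits fall short of the cut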
RAD54 inh: inhibitors of human RAD54 branch migration, primary screen, biochemical, fluorescence, single point; actives 0.14% (n = 360,000); inhibition, % at 10.4 µM; RAD54 Holliday junction branch migration, FAM/BHQ fluorescence; DNA repair and recombination protein RAD54-like (Homo sapiens), Q92698;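 active = mean normalized replicate activity at least 40 and at least half of replicates scoring 40 or more; inconclusive = only one of the two criteria met; inactive = mean below 40 and under half of replicates reaching 40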;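 note: 0% = median of neutral control wells and 100% = median of positive control wells; inhibitors cause a drop in the FAM fluorescence signal; in these data hits start at about 50%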
Target sequence (Q92698 whole entry, looked up): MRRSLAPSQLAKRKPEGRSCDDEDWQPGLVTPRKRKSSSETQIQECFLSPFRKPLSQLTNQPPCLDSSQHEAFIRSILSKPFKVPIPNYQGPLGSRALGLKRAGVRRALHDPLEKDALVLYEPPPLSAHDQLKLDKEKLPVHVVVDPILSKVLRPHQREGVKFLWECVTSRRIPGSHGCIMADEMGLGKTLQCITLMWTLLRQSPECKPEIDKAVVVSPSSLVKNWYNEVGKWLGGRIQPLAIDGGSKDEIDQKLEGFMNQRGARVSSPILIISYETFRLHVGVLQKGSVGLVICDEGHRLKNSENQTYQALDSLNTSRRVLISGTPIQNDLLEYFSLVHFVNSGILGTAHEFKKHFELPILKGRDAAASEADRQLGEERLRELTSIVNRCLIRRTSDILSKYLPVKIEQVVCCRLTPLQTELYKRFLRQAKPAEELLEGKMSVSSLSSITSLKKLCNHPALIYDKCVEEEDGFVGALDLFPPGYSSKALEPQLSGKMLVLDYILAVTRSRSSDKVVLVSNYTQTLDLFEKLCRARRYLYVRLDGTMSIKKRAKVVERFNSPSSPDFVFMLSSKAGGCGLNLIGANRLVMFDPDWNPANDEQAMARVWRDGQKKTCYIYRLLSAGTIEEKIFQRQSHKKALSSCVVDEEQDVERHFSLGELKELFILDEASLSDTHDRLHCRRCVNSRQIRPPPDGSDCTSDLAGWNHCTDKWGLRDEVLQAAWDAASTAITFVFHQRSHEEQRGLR
esBAF inh: Bmi1 luciferase reporter increase in mESCs, primary screen, esBAF inhibitor project, mouse ES cells, Bmi1 luciferase knock-in, single point; 24 h; 100% = twice the neutral-well signal; reporter increase, % at 12.5 µM; actives 2% (n = 350,000); in the data active = activation above about 40%; inconclusive = no clear call, values can overlap the other calls;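 note: 0% = median of the plate's neutral control wells and 100% = double that signal; a rise in the Bmi1 reporter signal indicates esBAF inhibition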
The depositor's hits bear a star; ? = inconclusive. These rows are one share of the data (hit frequency here may not be typical).

SMILES	ARNT TACC3 PPI	RAD54 inh	esBAF inh
Cc1cc(C)c(NC(=O)Cn2nnc(C(=O)NCc3cccs3)c2N)c(C)c1	-1.8	-2.3	-8.1
COc1ccc2c(OC)cc(-c3ccccc3)nc2c1	-3.3	5.2	-3.6
COc1ccc(OC)c(C(=O)CSc2nnc(-c3cccs3)n2C)c1	-5.0	-4.9	-4.2
Cc1cnc(NC(=O)CN2CCN(c3ccccc3F)CC2)s1	-7.6	-0.1	-9.3
COc1ccc(C(=O)Nc2ccc(N3CCCC3)cc2)cc1	-0.1	-5.6	6.3
O=C(Nc1cccc(Cl)c1)Nc1ccc2c(c1)OCO2	-2.8	-0.7	58.0*
CCOC(=O)C1CCN(C(=O)Nc2ccc3nc(-c4ccco4)c(-c4ccco4)nc3c2)CC1	-4.8	-13.3	3.0
Cc1cc(C)cc(NC(=O)c2nnn(Cc3cc(C)ccc3C)c2N)c1	-2.2	-7.5	0.6
Cc1cccc(C)c1-n1c(SCC(=O)NCc2ccco2)nc2ccccc2c1=O	-1.6	-4.5	-8.0
COc1ccc(OCC(=O)N2CCN(S(=O)(=O)c3ccc(Cl)cc3)CC2)cc1	-0.9	1.7	0.5
COc1cc(C(c2c(C)[nH][nH]c2=O)c2c(C)[nH][nH]c2=O)ccc1OS(=O)(=O)c1ccc(C)cc1	16.5	-9.8	-0.1
CSCCC(NC(=O)COc1ccccc1)C(=O)N1CCN(c2ccccc2F)CC1 (stereo unspecified)	-0.7	-2.2	-4.9
O=C(O)CSc1ncn[nH]1	1.0	-1.8	-0.2
Cc1ccccc1Cn1c(CN2CCc3ccccc3C2)nc2c1c(=O)n(C)c(=O)n2C	5.9	-2.4	2.4
O=C(NC1CC1)C1C2C3C4CC5C3C5C4C12 (stereo unspecified)	-19.5	-3.2	12.2
Cc1ccc(Cn2nnc3c(=O)[nH]c(C4CCN(C(=O)c5cccs5)CC4)nc32)cc1	4.8	-14.3	12.0
CCCC1CCc2c(sc(NC(=O)OCC)c2C#N)C1 (stereo unspecified)	-3.1	-4.8	-1.4
COc1cccc(C(=O)NCC(c2cccnc2)N2CCN(c3ccccc3OC)CC2)c1 (stereo unspecified)	7.6	-7.5	30.2
CCCOc1ccc(OCCNC2CCCC2)cc1	-4.8	7.0	-11.5
COc1ccc(S(=O)(=O)N(C)CC(=O)N2CCCCCC2)cc1OC	3.4	0.1	-4.6
CC1/C(=C\c2ccc(Cl)cc2)C(=O)C2CC1C2(C)C (stereo unspecified)	-2.0	1.4	6.4
CCC(C)(C)n1nnnc1C(c1ccccc1)N1CCN(C2CCCC2)CC1 (stereo unspecified)	-1.2	-1.9	-4.9
CCc1cc(Br)ccc1N1C(=O)C2CC=CCC2C1=O (stereo unspecified)	-2.4	-2.8	-0.2
COc1ccc(-c2nc(SCc3ccccc3)n(C(=O)c3ccco3)n2)cc1	-5.1	2.1	37.3
CC(C)CNC(=O)NC(=O)COc1ccc(C=O)cc1	18.2	3.2	-6.0
CCCCN(C)CCCNC(=O)CS(=O)Cc1nc(-c2ccc(OC)c(OC)c2)oc1C (stereo unspecified)	0.8	1.4	-3.9
Clc1cccc(N=C2NN=C(c3ccc4c(c3)OCCO4)CS2)c1	-1.9	-18.7	39.8
COc1cc(OC)cc(-c2nc3nc(C)c(CCC(=O)O)c(C)n3n2)c1	-15.8	4.5	-17.8
CN(C)c1ccc(CNn2cnnc2SCc2ccc(F)cc2)cc1	-0.1	-8.2	-2.2
Cc1ccc(C(=O)Nc2ccc(CC(=O)O)cc2)o1	-1.3	11.1	-14.3
CCOC(=O)N1CCN(CC(O)COCC2=CCC3CC2C3(C)C)CC1 (stereo unspecified)	-0.7	-7.7	1.5
COc1ccc(N(CC(=O)Nc2cccc(SC)c2)S(C)(=O)=O)cc1	-9.8	6.0	45.3*
COC(CNC(=O)CCc1c(C)nc2c(-c3ccc(F)cc3)c(C)nn2c1C)OC	1.0	-13.8	-11.4
NC(=O)Cc1c[nH]c2cccc(O)c12	4.0	-6.4	-2.2
COc1ccc(C2=NO[C@H]3C[C@](C(=O)NC(C)C)(S(=O)(=O)c4ccccc4)C[C@@H]23)cc1	-0.2	6.1	2.5
O=C(CS(=O)(=O)c1cn(Cc2cccc(F)c2)c2ccccc12)N1CCCCC1	2.4	3.9	3.9
FC(F)(F)c1nc2ccccc2n2c(-c3ccc(Cl)cc3Cl)nnc12	27.8	6.8	-6.5
O=C(O)COc1ccc2occ(C(=O)c3ccccc3)c2c1	-5.1	3.9	-0.1
CCCCC(=O)Nc1ccc(C(=O)Nc2cccnc2)cc1	-9.5	1.2	11.8
Cc1ccc(-n2nc3c([n+]2[O-])CCc2c-3no[n+]2[O-])cc1	-1.9	0.6	-86.6
Cc1cccc(N2CCN(C(=O)c3cc4c(=O)[nH]c5ccccc5c4n3C)CC2)c1C	1.0	0.5	5.2
COC(=O)Cc1c(C)nc2nc(-c3ccc(OC)cc3)[nH]n2c1=O	0.4	-0.9	3.6
O=C(Cn1[nH]c(=O)c2ccccc2c1=O)Nc1ccc2c(c1)CCC2	0.5	3.6	3.1
CCCNS(=O)(=O)c1ccc(CCC(=O)N2CCC(C)CC2)cc1	-1.2	0.7	-1.4
CCn1nccc1C(=O)Nc1ccc(Cl)c(Cl)c1	-3.5	-16.1	61.9*
CCOC(=O)C1=C(N)N2C(=O)C(C)SC2=C(C(=O)OCC)C1c1ccccc1 (stereo unspecified)	-15.0	-2.1	-2.4
Cc1ccc2[nH]c(=O)c(CNC(C)(C)C)cc2c1	31.0	6.5	-2.2
CCCN1CCCc2cc(CN(CCCN3CCOCC3)C(=O)Nc3ccc(OCC)cc3)ccc21	14.2	-6.5	-8.4
CCc1ccccc1NC1=NCC(=O)N1Cc1ccccc1	6.6	-1.1	-1.1
COc1ccc(C2C3=C(CCCC3=O)Nc3nc(-c4cc(OC)c(OC)c(OC)c4)nn32)cc1OC (stereo unspecified)	23.9	-3.0	2.5
CN1CCC(OC(=O)COc2ccc(C(C)(C)C)cc2)CC1	-8.6	-7.3	0.4
CN(C)c1cccc(C(=O)OCC(=O)NCc2ccco2)c1	-3.8	-14.3	37.8
Cc1cccc(C(=O)O)c1NC(=O)c1ccc(F)cc1	-13.7	25.6	-0.1
Cc1cc2c(ncn2Cc2ccccc2)c([N+](=O)[O-])c1C	1.2	3.3	0.1
Nc1ccc2c(c1)CCC2=O	-4.9	2.1	8.1
Cc1ccc(OCC(=O)Nc2cccc3nsnc23)c(C)c1	-2.3	-8.7	9.5
O=C(Nc1ccc(F)cc1)N1CCN(C/C=C/c2ccccc2)CC1	2.5	3.7	4.3
COC(=O)C1CCN(C(=O)c2sc3nc(-c4ccccc4)cn3c2C)CC1	0.5	12.0	30.3
COc1cc(OC)cc(-c2nc3cc(C)ccc3o2)c1	-6.1	-3.7	44.9*
NCCCCCc1nnc(SCc2cccc(Cl)c2)o1	0.8	-4.5	-25.5
More compounds.
SMILES	ARNT TACC3 PPI	RAD54 inh	esBAF inh
O=C(NCCc1ccccc1)c1ccc2c(c1)N(Cc1ccccc1)CCS2	2.1	-2.8	39.8
CC(C(=O)Nc1cccnc1)N1C(=O)c2ccccc2C1=O (stereo unspecified)	3.6	0.3	-1.1
COc1ccc(NC(C)=O)c2nc(C)c(C)nc12	0.1	-8.5	-2.5
CC(=O)OC[C@H]1O[C@@H](n2ccc(=O)[nH]c2=S)C(OC(C)=O)C1OC(C)=O (stereo partly specified)	-2.6	-6.7	-3.5
CC(=O)Oc1ccc2c(c1)cc(C)n2C	2.0	3.2	5.1
Cn1cnnc1SCc1cccc(Br)c1	-19.9	-4.1	0.8
CS(=O)(=O)N1CCN(c2ccccc2NC(=O)CSc2ccc(Cl)cc2)CC1	-2.8	5.0	4.7
Cc1cccc(NC(=O)c2nc(-c3ccccc3)n(-c3ccccc3)n2)c1C	-1.2	1.6	13.7
CC(=O)Nc1ccc(S(=O)(=O)Nc2cccc(-c3nc4ccccc4o3)c2)cc1	9.2	-17.1	-3.3
O=C(CN1C(=O)NC(Cc2ccccc2)C1=O)Nc1ccc(F)cc1 (stereo unspecified)	0.8	12.3	17.6
CCN(CC)CCN(Cc1cc2cc3c(cc2[nH]c1=O)OCCO3)C(=O)NC1CCCCC1	-0.5	18.9	23.7
O=C(NC12CC3CC(CC(C3)C1)C2)C1CC(=O)N(c2ccc(Br)cc2)C1 (stereo unspecified)	-0.9	0.7	-3.9
Nc1nc2ccccc2n1/N=C/c1ccc(-c2ccccc2)o1	-14.4	-5.8	?
CCCC(C)C(=O)NCc1ccccc1OC (stereo unspecified)	-5.2	-3.2	9.5
Cc1ccc(S(=O)(=O)NC(C)CCc2ccccc2)cc1 (stereo unspecified)	-6.2	-7.1	5.5
Cc1oncc1-c1cn2ccccc2n1	-2.5	0.3	5.3
CC1(C)Cc2nc3oc4c(N5CCOCC5)ncnc4c3cc2CO1	-3.8	5.5	7.3
Cc1ccc(NCC(O)C(O)C(O)CO)cc1C (stereo unspecified)	-1.5	-12.4	-1.9
Cc1nnc(SCCn2c(N3CCN(C)CC3)nc3c2c(=O)[nH]c(=O)n3C)s1	-6.7	4.8	13.9
O=C(Cn1cccc1)NCc1cccs1	0.1	9.0	-9.1
CC1=C(C)C(=O)N(CCC(=O)O)C1=O	0.8	-8.4	-6.0
CCOC(=O)c1cnc2c(C)c(-c3ccccc3)[nH]n2c1=O	-6.7	0.5	-1.8
CCOC(=O)CN(C(=O)CSc1nnc2c(n1)[nH]c1ccc(OC)cc12)c1ccc(F)cc1	4.1	-5.3	-0.7
Cn1c(=O)c2c(nc(CN3CCOCC3)n2CC(O)CO)n(C)c1=O (stereo unspecified)	-1.3	2.3	-2.0
O=C(Nc1ccn(Cc2ccccc2F)n1)c1ccc(COc2ccccc2Cl)cc1	-1.9	1.0	5.6
COc1ccc(OC)c(-n2c(C)ccc2-c2ccc(S(C)(=O)=O)cc2)c1	10.5	0.2	-5.5
Cc1noc(NS(=O)(=O)c2ccc(NC(=O)CCC3CCCC3)cc2)c1C	-3.6	-2.2	-2.0
Nc1nonc1-c1nc2ccccc2n1Cc1ccc(F)cc1Cl	-5.5	5.1	-5.1
CC(C)(C)c1ccc(/C=C/C(=O)NC2=NCCS2)cc1	-0.3	-12.2	9.4
O=C(CCCN1C(=O)c2ccccc2C1=O)N1CCC(c2ccccc2)C1 (stereo unspecified)	-9.8	-1.5	-6.6
COc1ccc(C2N=C(Nc3ccc(C)cc3)Nc3nc(C)cc(=O)n32)cc1 (stereo unspecified)	-3.2	16.6	-10.7
COC(=O)c1cc(NC(=O)C2CC=CCC2C(=O)O)cc(C(=O)OC)c1 (stereo unspecified)	1.1	-4.3	3.7
CCOC(=O)c1nc(N2CCN(C(=O)OCC)CC2)c2c3c(sc2n1)CCCC3	-0.5	2.7	8.9
CC(C)CC(OC(=O)c1ccco1)C(=O)NC1CCCCC1 (stereo unspecified)	1.3	-1.2	10.6
F[B-](F)(F)c1cc2cc(Br)ccc2s1	-1.7	-0.3	7.4
CCN(CC)S(=O)(=O)c1ccc(NC(=O)COC(=O)CN2C(=O)c3ccccc3C2=O)cc1	-13.3	2.2	-3.8
Cc1cc(C2C(C#N)=C(N)Oc3n[nH]c(C)c32)c(C)s1 (stereo unspecified)	-2.3	-2.2	-2.4
CCCCS(=O)Cc1ccccc1 (stereo unspecified)	-7.0	-8.7	-4.1
COc1ccccc1N(CN1CCCC1=O)C(=O)c1c(F)cccc1Cl	2.6	1.5	-0.1
C=CCNc1nnc(Cc2ccc(C(C)C)cc2)c(=O)[nH]1	-6.9	3.9	-3.5
CCC(c1nnnn1Cc1ccco1)N1CCN(C(=O)c2ccco2)CC1 (stereo unspecified)	9.5	-5.9	-2.7
CCc1nc2c(n1O)CCc1nonc1-2	2.7	-1.1	-3.4
Cc1cc(N2CCCC2)c(C)cc1C=O	-15.1	1.1	2.4

Bioassay records: PubChem, Broad Institute
